# From PubChem
# Measles CPE: protection of cells from measles virus; Measles virus-infected cells, CPE protection, absorbance; protection (pct of control), % at 4 µM; 140,000 tested, 1.5% active; AID 841; in the data active means protection mostly above about 24%, no sharp cut-off; inactive means mostly below about 26%; further: some compounds called inactive have numbers as strong as hits
# NPY-Y2 antag: antagonists of human neuropeptide Y receptor Y2 | NPY-Y2 expressing cells, antagonist mode | inhibition, % at 2.7 µM | 140,000 tested, 0.99% active | AID 793; in the data active means inhibition above about 17%;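 further: 0% = vehicle with agonist challenge and 100% = reference antagonist with challenge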
# Target sequence (P49146 whole entry, looked up): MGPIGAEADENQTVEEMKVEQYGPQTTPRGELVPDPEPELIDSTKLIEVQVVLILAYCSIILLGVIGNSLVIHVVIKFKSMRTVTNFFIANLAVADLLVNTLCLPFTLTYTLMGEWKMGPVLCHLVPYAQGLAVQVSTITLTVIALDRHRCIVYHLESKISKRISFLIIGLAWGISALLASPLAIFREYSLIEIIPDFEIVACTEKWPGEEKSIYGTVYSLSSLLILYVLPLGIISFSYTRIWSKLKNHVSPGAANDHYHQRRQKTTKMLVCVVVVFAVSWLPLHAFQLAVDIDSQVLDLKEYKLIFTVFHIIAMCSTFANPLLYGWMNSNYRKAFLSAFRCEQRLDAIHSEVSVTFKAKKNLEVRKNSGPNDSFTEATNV
# MRP1 act: activates MRP-1; viability increase, % at 10 µM; H69AR cells + doxorubicin, viability rescue, CellTiter-Glo; AID 799; 140,000 tested, 0.61% active;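 active means viability gain under doxorubicin at or above a set limit, the compound median plus 3 SD, cut at about 4.7% in these data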;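 further: MRP-1 overexpressing cells given doxorubicin 25 µM after compound pretreatment; 18-22 h compound pretreatment then 72 h with doxorubicin before readout; 0% = doxorubicin-only wells and 100% = vehicle-treated cells without doxorubicin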
# GALR2 antag: GALR2 (human) receptor antagonism. 140,000 tested, 0.39% active. inhibition, % at 4 µM. GALR2-expressing cells, antagonist mode. O43603; in the data active means inhibition above about 27%;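 further: cells stimulated with galanin 1-16 at roughly its EC80; 0% = agonist challenge control and 100% = basal control without agonist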
# Target sequence (O43603 whole entry, looked up): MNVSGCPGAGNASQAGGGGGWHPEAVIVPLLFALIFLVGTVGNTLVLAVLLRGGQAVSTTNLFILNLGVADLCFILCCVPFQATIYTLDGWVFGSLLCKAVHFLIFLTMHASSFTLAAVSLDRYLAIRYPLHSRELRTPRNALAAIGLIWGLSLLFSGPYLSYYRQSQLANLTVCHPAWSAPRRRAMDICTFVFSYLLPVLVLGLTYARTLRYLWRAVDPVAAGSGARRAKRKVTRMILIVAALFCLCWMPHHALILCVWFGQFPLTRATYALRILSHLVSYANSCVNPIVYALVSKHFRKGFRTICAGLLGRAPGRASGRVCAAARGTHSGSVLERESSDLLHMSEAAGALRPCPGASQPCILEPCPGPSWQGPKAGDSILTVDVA
# BB579 growth dn: reduces growth of yeast BB579 in restrictive medium; S. cerevisiae BB579 growth, OD615, 48 h; AID 804; inhibition, % at 10 µM; 140,000 tested, 0.51% active;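 active means inhibition above a set limit, 3 SD over the mean compound inhibition, cut at about 44% in these data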; further: inactives centre near -24
#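 Assay system – yeast BB579 (DeaD) · Dosing – single compound dose of 10 µM, 0.25% DMSO final · Detection – OD615 turbidity measurement · Buffer or medium – CSMM-D restrictive synthetic medium containing dextrose (glucose) · Benchmarks – positive control amphotericin B 10 µg/mL · Incubation – 48 h exposure, 30 °C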
# E-sel TNF inh: blocks E-selectin expression induced by TNF alpha; AID 1246; inhibition, % at 2 µM; 120,000 tested, 0.71% active; HUVEC TNFa-induced E-selectin immunofluorescence, high content;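 active means inhibition above the batch mean plus 3 SD, and confirmed as a hit on visual image review, cut at about 43% in these data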;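 further: 0% = TNF-stimulated DMSO wells and 100% = unstimulated control wells; not every result past the cut was called active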
# bCat KO growth: beta-catenin-lacking colon tumor cell growth suppression; 140,000 tested, 1.5% active; HCT116 beta-catenin knockout viability, CellTiter-Glo, 60 h; hits give low values; viability, % at 10 µM; AID 818;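 active means viability at or under a set limit, the compound median less 4 SD, cut at about 6% in these data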;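 further: 0% = Hyamine 1622 control at 20 µM and 100% = untreated cell control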
# Phagocytosis inh: blocks phagocytosis by macrophages; inhibition, % at 5 µM; AID 1029; 110,000 tested, 0.07% active; J774A.1 macrophage IgG-bead phagocytosis, imaging;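 active means inhibition above the mean of the plate negative controls plus 5 SD, cut at about 13% in these data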;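 further: phagocytic index as fraction of beads internalized from green versus red external bead signal; plate controls were DMSO negative control for no effect and cytochalasin-D positive control for full effect; some results beyond the cut were filed as inactive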
# Yeast lifespan up: extends the lifespan of yeast | S. cerevisiae growth with nicotinamide, OD615; deaD strain in restrictive glucose medium | inhibition of the nicotinamide effect, % at 10 µM | 130,000 tested, 0.68% active | AID 775;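 active means inhibition above a set limit, placed 3 SD over the median of all compounds, cut at about 26% in these data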;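 further: 0% = nicotinamide-treated wells and 100% = cells grown without nicotinamide; some compounds called inactive have numbers as strong as hits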
#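 Assay system: DeaD-strain S. cerevisiae. Medium: CSMM-D glucose medium, restrictive. Reagent: nicotinamide, 1.5 mM, co-present with compound. Compound: 10 µM single point, 0.25% DMSO. Schedule: culture preincubation 4 h, compound exposure 48 h, both 30 °C. Detection: absorbance at 615 nm.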
# PTEN del growth: suppresses growth of cells with PTEN deletion; HCT116 PTEN-null viability, CellTiter-Glo, 60 h; hits give low values; viability, % at 10 µM; 140,000 tested, 1.2% active; AID 827;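 active means viability at or below a set limit, 4 SD under the median of all tested compounds, cut at about 3.7% in these data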;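 further: PTEN knockout HCT116 line with beta catenin targeted HCT116 as companion control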
# * = called active by the depositor; x = not tested or not shown; & = joins results of further samples.
SMILES,Measles CPE,NPY-Y2 antag,MRP1 act,GALR2 antag,BB579 growth dn,E-sel TNF inh,bCat KO growth,Phagocytosis inh,Yeast lifespan up,PTEN del growth
Cc1ccccc1-n1c(=O)cc(N2CCc3ccccc3C2)[nH]c1=O,10.9,1.3,-0.8,-3.9,-63.6,-2.7,89.6,0.9,-11.6,104.3
CC(=O)c1ccc2c(c1)N(C)c1ccccc1S2,26.6,4.6,-0.5,5.9,-1.2,11.3,85.5,x,x,88.4
COc1ccc(NC(=O)NC2CC3CCCC(C2)N3Cc2ccccc2)cc1 (stereo unspecified),4.7,3.5,-3.7,2.3,-27.1,-10.5,91.7,x,0.2,100.9
O=c1cc(N2CCOCC2)cnn1-c1ccccc1,8.2,7.2,-0.3,3.4,-40.0,10.4,96.1,4.5,2.2,88.7
COc1cc(C(=O)Nc2cc(C(F)(F)F)ccc2N2CCOCC2)ccc1O,5.2,-0.2,-4.5,1.2,-43.6,18.3,68.1,0.2,-3.9,67.5
COc1ccc2nc(NC(C)=O)sc2c1,5.5,0.8,-0.5,0.8,-3.4,-23.3,88.2,x,-31.1,93.5
CN(C)S(=O)(=O)c1ccc(NC(=O)c2cccnc2)cc1,15.7,1.4,-2.9,4.6,-3.7,-47.6,97.8,-0.1,-3.5,87.8
CCOc1cc(/C=C2/SC(=O)N(CC(=O)N3CCc4ccccc4C3)C2=O)ccc1OCC(=O)O,10.5,-1.6,-0.8,-3.9,-60.8,-16.1,92.2,x,-1.1,106.5
O/N=C/c1ccccc1OCc1ccc(Cl)cc1,14.9,0.1,-1.2,7.8,-7.6,9.8,99.5,x,-6.7,95.3
Cc1ccccc1N=C1Nc2ccccc2CS1,4.0,2.5,-0.7,-1.9,-25.0,24.4,82.4,2.5,-4.6,85.8
CS(=O)(=O)N1CCN(c2nc(-c3ccc(F)cc3)cs2)CC1,6.2,0.8,-1.3,1.8,-30.4,24.6,89.8,x,-24.1,91.9
CC(C)Oc1cccc(C(=O)O)c1,20.6,1.6,0.6,6.3,21.8,12.7,96.7,1.9,-2.2,99.5
O=C(Cn1nc(-c2ccccc2F)ccc1=O)Nc1ccc(S(=O)(=O)N2CCCCCC2)cc1,4.9,-0.4,-3.8,12.1,-30.2,x,81.4,-0.2,0.1,78.2
O=C(C/C=N/OCc1ccc(Cl)cc1Cl)c1ccc(Cl)cc1,9.8,1.7,0.5,-13.7,-12.3,-20.6,85.8,x,-6.7,75.7
COC(=O)Nc1ccc(S(=O)(=O)N2CCCCC2)cc1,14.8,2.0,-0.3,-9.8,-2.6,4.5,106.0,-0.4,6.0,98.8
Cc1ccc(C(=O)OCC(=O)NCC(F)(F)F)cc1C,2.5,0.1,-0.2,-5.6,-2.3,-16.5,82.7,-4.1,-3.7,103.4
CC(C)n1cc(/C=N/NC(=O)COc2cccc3cccnc23)c2ccccc21,16.6,2.8,-1.0,-10.7,-16.3,x,89.4,-7.2,-5.4,86.9
Cc1ccc(S(=O)(=O)c2nc(N3CCOCC3)sc2Cl)cc1,11.7,2.9,-1.4,1.2,-12.4,-0.8,92.4,-4.9,-3.9,88.8
COC(=O)c1ccc(/C=C2\N=C(SC)SC2=O)cc1,13.2,-0.2,-0.1,9.3,-26.6,x,92.0,0.2,0.5,104.4
Cc1ccc(NC(=O)CSc2ccccc2NC(=O)c2ccccc2Cl)cc1Cl,15.9,0.3,-3.0,8.4,-7.7,x,48.9,-9.4,1.7,26.7
CCN=C1SC(CC(=O)Nc2ccc(C)cc2)C(=O)N1CC (stereo unspecified),22.5,1.7,-1.8,0.5,-47.4,5.2,102.3,-1.1,-19.9,95.2
CSCc1cc(N(C)C)nc(SCc2ccc(Cl)cc2Cl)n1,3.2,4.6,-3.1,-11.4,9.2,-11.6,71.5,-0.4,-3.3,80.6
CN(C(=O)c1cccnc1)c1nnc(-c2cnccn2)s1,2.5,3.0,-2.1,7.1,-8.0,38.9,83.5,-2.7,-11.7,87.9
O=C(Nc1ccc(S(=O)(=O)N2CCCc3ccccc32)cc1)C1CCCO1 (stereo unspecified),19.6,-0.1,-4.2,12.5,-18.5,4.9,65.0,0.0,-6.2,65.7
Cc1ccsc1-c1ccnc(-n2cccc2)n1,15.5,0.4,-5.6,13.4,-65.3,-7.3,85.0,x,-20.8,82.2

# Single entries from the results shown:
# Value of COc1ccc2nc(NC(C)=O)sc2c1 in MRP1 act: -0.5
# Value of Cc1ccc(S(=O)(=O)c2nc(N3CCOCC3)sc2Cl)cc1 in NPY-Y2 antag: 2.9
# Value of CCOc1cc(/C=C2/SC(=O)N(CC(=O)N3CCc4ccccc4C3)C2=O)ccc1OCC(=O)O in PTEN del growth: 106.5

# Next structures:
SMILES,Measles CPE,NPY-Y2 antag,MRP1 act,GALR2 antag,BB579 growth dn,E-sel TNF inh,bCat KO growth,Phagocytosis inh,Yeast lifespan up,PTEN del growth
N/C(=N\OC(=O)c1cccc2ccccc12)c1ccc(Br)cc1,5.4,4.6,-5.5,6.8,-41.5,x,74.1,10.7,-4.8,66.3
Cc1cc(C)nc(NC(=NCCc2c[nH]c3ccccc23)NC(=O)Nc2cccc([N+](=O)[O-])c2)n1,3.2,-1.2,-3.9,-0.9,-4.7,-12.8,40.1,-8.3,0.5,30.9
COc1ccccc1CCNCc1ccc(OC)c(OCc2ccccc2)c1,20.0,19.7*,-3.9,17.6,-20.6,-40.5,20.4,-0.4,-1.0,15.9
CCc1nnc(NC(=O)CSc2nc(C3CCCCC3)nc3ccccc23)s1,17.6,1.5,-1.9,2.3,-67.2,13.6,94.6,x,6.6,88.1
Cc1cccc(C(=O)N2CCCCCC2)c1,3.8,4.0,-2.5,-10.5,-1.6,17.3,88.4,-0.5,-3.5,90.4
COc1cccc(/C=N/NC(=O)C(=O)NCc2cccnc2)c1,3.3,11.0,-0.9,-14.3,-19.6,-27.4,88.0,x,4.8,83.8
Cc1nc2ccccc2nc1N1CCCCC1,18.9,3.8,-2.2,10.7,-16.3,16.4,99.1,-0.3,-7.7,98.4
CCn1c(CNC(=O)c2cccc(C)c2)nnc1SCC(=O)NC1CCCCC1C (stereo unspecified),4.7,-1.5,-2.7,-2.6,-34.4,-4.9,93.0,x,-31.7,78.0
COC(=O)c1cc(Br)c(=O)n(CCc2ccccc2)c1,4.5,1.6,-2.2,5.0,-32.0,-7.2,89.6,-0.8,-15.1,97.7
COC(=O)c1ccccc1NC(=O)c1cc2ncc(Br)cn2n1,5.5,1.2,-6.3,-6.7,-25.1,-14.1,63.2,-1.1,-9.5,74.7
CCC(C)N(C(=O)c1csnn1)C(C(=O)NC(C)(C)C)c1ccccc1 (stereo unspecified),6.1,2.8,-2.0,-4.1,-15.3,29.4,94.9,0.1,-2.7,91.5
CCNC(=O)CN(c1ccccc1)S(=O)(=O)c1ccc(Cl)cc1,9.9,0.6,-1.0,-11.5,-17.1,6.0,84.8,-1.3,-7.0,96.9
O/N=C(/CCc1ccccc1)C1(O)CCCCC1,7.7,1.9,0.8,-12.2,-32.3,-16.5,96.2,-1.1,0.5,97.3
CCCCN1C(=O)C2ON(c3ccccc3C)C(c3ccco3)C2C1=O (stereo unspecified),4.4,15.8,-1.9,-9.1,-41.1,32.5,74.0,-1.2,10.1,77.9
COc1ccccc1-c1nnc(NC(=O)c2ccccc2F)o1,0.3,3.9,-1.5,-12.1,-58.6,x,69.0,-0.2,-1.8,83.8
CCOC(=O)C(C)c1nc2ccccc2[nH]c1=O (stereo unspecified),25.3*,-0.6,0.0,-17.2,-58.0,2.3,85.0,-2.5,-13.8,87.5
COC(=O)c1cc(=O)n(CCc2ccccc2)c(=Nc2ccc(F)cc2)s1,27.7,0.0,-2.2,3.3,-34.2,x,10.0,0.0,-3.5,7.7
COc1ccc(C/C(C)=N/NC(=S)Nc2ccccc2)cc1,12.2,2.1,-0.4,3.9,-32.4,-18.2,96.8,2.2,-1.6,103.8
COc1ccccc1N(C(=O)Cn1nnc2ccccc21)C(C(=O)NCc1ccco1)c1ccc(C)o1 (stereo unspecified),14.3,26.2*,-1.2,26.9,-34.1,7.3,87.4,0.0,-6.5,91.5
CO/N=C/c1ccc(N2CCN(C(=O)c3cccc(Cl)c3)CC2)c([N+](=O)[O-])c1,5.6,0.2,-1.6,-0.1,9.6,15.5,78.3,x,4.9,58.0
Cc1cc(C(=O)NC2CCCc3ccccc32)no1 (stereo unspecified),10.9,7.3,-0.9,17.2,-14.7,x,105.5,0.1,-0.8,102.6
CC(C)OC(=O)c1nnn(-c2nonc2N)c1CN1CCCCCC1,2.3,0.9,-1.0,-11.5,-9.3,-17.7,88.3,0.1,-0.7,94.1
Nc1ccc(-c2ccc(N)cc2C(F)(F)F)c(C(F)(F)F)c1,4.9,4.0,-1.7,-14.7,-41.8,-2.1,84.4,-0.3,-10.3,94.0
COc1cccc2cc(C(=O)N3CCN(C(=O)c4ccccc4)CC3)c(=O)oc12,6.0,0.8,-0.8,-2.5,-31.8,-9.8,100.0,x,x,87.7
O=C(CN1C2=NCCCN2c2ccccc21)c1cccs1,7.2,4.0,-2.8,1.7,-7.3,11.6,89.0,-0.8,-1.2,90.8
# More results follow:
SMILES,Measles CPE,NPY-Y2 antag,MRP1 act,GALR2 antag,BB579 growth dn,E-sel TNF inh,bCat KO growth,Phagocytosis inh,Yeast lifespan up,PTEN del growth
O=C(COc1ccc2ccccc2c1)Nc1nc2ccccc2[nH]1,2.9,10.5,-0.5,-2.6,-49.5,-0.7,99.6,-0.1,-9.5,97.6&92.2
Cc1cc(CSc2ccccc2)ccc1NC(=O)c1ccc(Br)cc1,24.6,8.5,-3.8,3.0,-9.0,x,68.8,-7.3,6.1,93.4
Cc1oc(/C=N/NC(=O)CN(c2ccccc2Cl)S(C)(=O)=O)cc1Br,4.1,4.7,-0.8,-10.0,-10.7,-1.4,93.2,-3.4,-3.6,102.1
COc1cccc(OCCOc2cccc(/C=N/n3cnnc3)c2)c1,3.4,1.2,-3.3,-5.2,3.5,-18.7,101.1,-0.6,-22.8,93.1
CCOC(=O)c1cc(C(=O)n2cc(Cl)cn2)nn1C,4.6,1.4,-1.1,2.0,-28.5,6.5,95.9,-0.6,2.2,99.6
O=C(ON=C1CCN(c2ccc([N+](=O)[O-])cc2)CC1)c1ccccc1,3.5,3.3,-2.1,7.2,-21.9,8.7,80.0,4.0,-18.8,88.0
CN(C)N1C(N)=C(C#N)C(c2cccc3ccccc23)C2=C1CC(c1ccccc1)CC2=O (stereo unspecified),2.9,-3.6,-4.8,5.7,-25.7,32.3,33.9,9.3,-0.7,28.9
CC(C)(C)NC(=O)/C(=C\C=C\c1ccccc1)NC(=O)c1ccc([N+](=O)[O-])cc1,7.3,1.4,-4.7,1.8,-42.6,-3.4,92.4,-10.1,7.3,88.5
COc1ccc(S(=O)(=O)N2CCC(C(=O)NCc3cccc(OC)c3)CC2)cc1,3.1,-1.5,-1.0,-14.5,4.9,x,89.1,-4.1,-13.5,78.8
